Screening data: PubChem BioAssay, University of Kansas High Throughput Screening Laboratory
Pf apPOL inh = Pf-apPOL DNA polymerase inhibition. Recombinant Pf-apPOL, molecular beacon fluorescence, 1.5 h. inhibition, % at 10 µM. hit rate 0.25% among 210,000. AID 1794808
mHTT-CaM PPI inh = mHTT-calmodulin interaction abrogation. inhibition, % at 15 µM. P42858. hit rate 3.6% among 190,000. AlphaScreen His-mHTT/GST-CaM binding, luminescence;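 also: 0% = both proteins with DMSO and 100% = one protein alone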
* hit, by the source's call; i = inactive; · = not tested or not shown; & = joins results of further samples. Rule as the data show it: active = inhibition above about 50%; inactive = the rest. A portion of the library; count on the stated rates, not on these rows.

Each structure is followed by: Pf apPOL inh | mHTT-CaM PPI inh
> C=C1CN(Cc2ccccc2)S(=O)(=O)c2ccccc21
 : 43&-1 | -3&-20
> Cc1nn(C)c(C(=O)ON=Cc2c(F)cccc2Cl)c1[N+](=O)[O-]
 : 3 | ·
> COCCN1C(=O)C(=O)C(=C(O)c2ccccc2)C1c1ccccc1[N+](=O)[O-] (configuration not stated)
 : -9 | 6
> O=C(NCc1ccccc1Cl)c1c(O)c2cccc3c2n(c1=O)CC3
 : -2 | -2
> Cc1ccc(S(=O)(=O)N(CCc2cccs2)CC(=O)O)cc1
 : -7 | ·
> COc1ccc(CNC(=O)C(OC)c2ccccc2)cc1 (configuration not stated)
 : -2 | 2
> CCCn1ncc(N2CCC(C(=O)NC(C)c3ccc(OC)cc3)CC2)cc1=O (configuration not stated)
 : -8 | -6
> Cc1ccc(CCN2CC(C(=O)NCc3ccc4c(c3)OCO4)CC2=O)cc1 (configuration not stated)
 : -5 | 7
> O=C(c1cn2c(n1)COCC2)N1CCC(Cc2ccccc2)CC1
 : -5 | 35
> O=C1NN(c2cccc(Br)c2)C(=O)/C1=C/c1ccc(N2CCOCC2)cc1
 : -2 | 2
> CC1(C)Cc2c(c(-c3ccccc3)nc3sc4c(NCCN5CCOCC5)ncnc4c23)CO1
 : -4 | 14
> Cc1noc(C2CN(C(=O)Nc3ccc(Cl)cc3)CC23CCOCC3)n1 (configuration not stated)
 : -2 | 3
> O=C1OC(c2ccc([N+](=O)[O-])cc2Cl)=N/C1=C\C=C\c1ccccc1
 : 10 | 16
> CCNC(=O)c1nc(-c2ccc(N3CCCCCC3)cc2)no1
 : 3 | -2
> Cc1cccc(C(=O)Nc2ccccc2)c1
 : -2 | -2
> CC1CCCCC1NS(=O)(=O)c1ccc(F)c(C(=O)Nc2ccccc2Cl)c1 (configuration not stated)
 : 0 | -7
> COc1ccc(CN2CCCC(C(=O)NN)C2)cc1 (configuration not stated)
 : 4 | -1
> COc1cccc(CC(=O)NNC(=O)c2cnn(-c3ccccc3)c2C)c1
 : -2 | ·
> O=C(O)C(C(=O)O)C1C=CCC1 (configuration not stated)
 : · | -3
> CCCc1cc(C2CCCN2C(=O)c2cc(C(C)C)no2)no1 (configuration not stated)
 : -2 | -5
> CCOc1ccccc1C(=O)NC1CC(O)C(CO)C1 (configuration not stated)
 : -1 | 2
> Oc1cccc2ccc(/C=C/c3cc4c(cc3Br)OCO4)nc12
 : -8 | 72*
> CCOc1ccc(C(=O)Nc2cc(-c3nc4ncccc4o3)ccc2C)cc1[N+](=O)[O-]
 : 3 | 1
> N#CCCN(CCC#N)S(=O)(=O)c1ccc(Cl)cc1
 : 0 | -3
> Oc1c(Br)cc(Br)cc1/C=N/n1cnnc1
 : · | i
> COc1ccc(CN2CCN(Cc3cc(OC)c(OC)cc3OC)CC2)c(OC)c1
 : -8 | -2
> COC(CNC(=O)c1cnn2c(C)c(Cc3ccccc3C)c(C)nc12)OC
 : -9 | 45
> COc1cccc(NC(=O)N2CC(c3nc(C)no3)C3(CCOCC3)C2)c1 (configuration not stated)
 : -2 | 2
> COc1ccc(Cl)cc1C(=O)N1CCc2ccccc2C1
 : -6 | 27
> Cc1ccc(C(C)NC2(C#N)C3CC4CC(C3)CC2C4)c(C)c1 (configuration not stated)
 : -1 | ·
> O=C(Nc1cc2ccccc2oc1=O)c1ccc(Br)cc1
 : 12 | -1
> Cc1noc(CNC(=O)C2CCN(C(=O)c3ccc4nsnc4c3)CC2)n1
 : -4 | -11
> Cc1ccc(C(C)C)c(Oc2ccc(N3C(=O)CCCC3=O)cc2)c1
 : -4 | 6
> COc1ccc(CCNC(=O)C2CC(c3ccc(F)cc3)=NO2)cc1OC (configuration not stated)
 : 1 | -7
> Cc1oc(C2CCN(C(=O)Cc3ccsc3)CC2)nc1C(=O)N1CCSCC1
 : -5 | 2
> CC1CC(C)CN(S(=O)(=O)N2CCCC(C(=O)NCCCN3CCCCC3)C2)C1 (configuration not stated)
 : -14 | -11
> COc1ccccc1-c1coc2cc(OC(=O)C(C)C)ccc2c1=O
 : -1 | 10
> O=C(c1ccc(=O)[nH]n1)N1CCN(Cc2ccccc2)CC1
 : -10 | -6
> Cc1ccc(NC(=O)N2CC3CC(NS(C)(=O)=O)C2C3)c(C)c1 (configuration not stated)
 : 1 | -5
> COc1cccc2cc(C(N)=O)c(=Nc3ccc(Oc4ccccc4)cc3)oc12
 : -14 | 4
> CCOc1ccc(-c2cc3n(n2)CCCN(C(=O)NCc2ccco2)C3)cc1
 : -3 | 22
> CC(C)COC(=O)CNc1n[nH]c(=O)[nH]c1=O
 : · | -4
> Cc1ccc(-n2nc3c(c2NC(=O)c2cccc(F)c2)CS(=O)(=O)C3)c(C)c1
 : 1 | 2
> CSCCC(C(=O)O)N1C(=O)C2C3CC(C(Br)C3Br)C2C1=O (configuration not stated)
 : 1 | -2
> COc1ccc(-c2cc3ccc4c(c3oc2=O)CN(CC2CCCO2)CO4)cc1 (configuration not stated)
 : -98 | -3
> O=C(Nc1cccc(C(F)(F)F)c1)c1noc2c1CCCC2
 : -5 | 0
> CN(C(=O)/C=C/c1ccc2c(c1)OCO2)C(C(=O)Nc1ccc2c(c1)OCCO2)c1ccccc1 (configuration not stated)
 : 0 | 27
> O=C1CC(C(=O)N2CCC3(CC2)OCCO3)c2ccccc2N1 (configuration not stated)
 : -7 | 0
> Cc1cc(OCC(=O)NCc2ccccc2)nc(N2CCCCC2)n1
 : -2 | -7
> CN(Cc1ccccc1)C(=O)c1cc2n(n1)C(C(F)(F)F)CC(c1ccccc1)N2 (configuration not stated)
 : 23 | 53*
> COc1ccc(C(=O)N2CCCC2COc2ccc(C(=O)NC3CC3)cc2)cc1F (configuration not stated)
 : -7 | -3
> CC(C)(C)C1CC=C2C(C#N)=C(N)C(C#N)(C#N)C(CCc3ccccc3)C2C1 (configuration not stated)
 : -12 | 65*
> Cc1sc2ncnc(Oc3cccc4cccnc34)c2c1C
 : 0 | 19
> CCCCc1ccc(N=Cc2cc([N+](=O)[O-])ccc2O)cc1
 : 0 | 4
> CNCC[C@H](Oc1ccc(C(F)(F)F)cc1)c1ccccc1
 : -2 | ·
> O=C(Cn1cccc(-c2nc(-c3ccc(Cl)cc3)no2)c1=O)NCc1ccc(F)cc1
 : -2 | -5
> O=C(Nc1nccs1)c1ccc(NC(=O)C(F)(F)F)cc1
 : -5 | 3
> COc1ccc(OC)c(/C=C(\C#N)c2nn(CCO)c(N=Cc3ccc(C)cc3)c2C#N)c1
 : -6 | 25
> COc1cc(OC)c(C2N(C)c3ccccc3N2C)cc1OC
 : -5 | 4
> Cc1sc2nc(SCC(=O)NCCOCCO)nc(N)c2c1C
 : 3 | 1

A different layout for seven compounds above:
| Compound | Pf apPOL inh | mHTT-CaM PPI inh |
| --- | --- | --- |
| CSCCC(C(=O)O)N1C(=O)C2C3CC(C(Br)C3Br)C2C1=O (configuration not stated) | 1 | -2 |
| COc1ccc(-c2cc3ccc4c(c3oc2=O)CN(CC2CCCO2)CO4)cc1 (configuration not stated) | -98 | -3 |
| O=C(Nc1cccc(C(F)(F)F)c1)c1noc2c1CCCC2 | -5 | 0 |
| CN(C(=O)/C=C/c1ccc2c(c1)OCO2)C(C(=O)Nc1ccc2c(c1)OCCO2)c1ccccc1 (configuration not stated) | 0 | 27 |
| O=C1CC(C(=O)N2CCC3(CC2)OCCO3)c2ccccc2N1 (configuration not stated) | -7 | 0 |
| Cc1cc(OCC(=O)NCc2ccccc2)nc(N2CCCCC2)n1 | -2 | -7 |
| CN(Cc1ccccc1)C(=O)c1cc2n(n1)C(C(F)(F)F)CC(c1ccccc1)N2 (configuration not stated) | 23 | 53* |

More compounds follow:
Each structure is followed by: Pf apPOL inh | mHTT-CaM PPI inh
> O=S1(=O)CCOC[C@H](c2ccccc2)N1Cc1cccc(Cl)c1
 : 4 | -12
> O=c1oc2cc3occ(-c4ccc(Cl)cc4)c3cc2c2c1CCC2
 : 80* | -2
> CC12CCC(c3c1nn(-c1ccccc1)c3C(F)(F)F)C2(C)C (configuration not stated)
 : 0&-29 | ·
> Cc1cc(C)cc(C(=O)N2CCC3(CC2)NC(=O)N(Cc2ccccc2)C3=O)c1
 : -4 | 14
> COc1ccc(CNC(=O)c2cn3ccccc3n2)cc1
 : 5 | -5
> CC(CCc1ccccc1)NC(=O)C1C2C(=O)N(Cc3ccccc3)CC23C=CC1(C)O3 (configuration not stated)
 : -10 | 37
> COc1ccccc1N1CCN(C(=O)c2noc3c2CCCCC3)CC1
 : -4 | 11
> CN1C(=O)C2(NN=C(c3ccccc3)S2)c2cc(Br)ccc21 (configuration not stated)
 : -3 | 100*
> O=c1oc2ccccc2c(N2CCC(c3ccccc3)C2)c1[N+](=O)[O-] (configuration not stated)
 : -1 | 5
> OCCN(CCO)CC(O)C12CC3CC(CC(C3)C1)C2 (configuration not stated)
 : · | 8
> Cc1ccc(NC(=O)Nc2nccn(-c3ccc(Cl)cc3)c2=O)cc1C
 : -1 | -2
> COc1cc(/C=C(\C#N)c2nc3ccccc3s2)cc(Br)c1O
 : -2 | 3
> NC(N)=NS(=O)(=O)c1ccc(NC(=O)c2cccc([N+](=O)[O-])c2)cc1
 : -1 | 1
> COc1ccc(-c2nc3cccnc3n2C2CCN(C(=O)Nc3cccc(C)c3)C2)cc1 (configuration not stated)
 : -2 | 62*
> COc1ccc(C2c3c(oc4ccccc4c3=O)C(=O)N2CCCN(C)C)cc1OC (configuration not stated)
 : -11 | 5
> O=C(Oc1ccc2c(c1)OCC2=O)c1ccc(Cl)cc1
 : 2 | ·
> COc1cc(OC)c(OC)cc1C=C1Oc2cc(OC(=O)c3ccc([N+](=O)[O-])cc3)ccc2C1=O
 : -5 | -2
> Cc1ccccc1-n1c(=O)n(CC(C)C)c(=O)c2c1ncn2Cc1cccc(F)c1
 : -8 | 17
> O=C1c2ccccc2C(=O)c2c(NC3CCCCC3)ccc(NC3CCCCC3)c21
 : -2 | ·
> O=C(Cn1cccc1-c1nc(-c2ccccc2)cs1)NC1CCCC1
 : 0 | -6
> O=C(CSc1nc2ccc(N=Cc3ccc([N+](=O)[O-])cc3)cc2s1)N1CCOCC1
 : -5 | -4
> COc1ccc(NC(=O)C2CC2)cc1OC
 : 2 | 0
> CCC(=O)NCc1ccc(-c2nc(C(C)C)cs2)cc1
 : 0 | 0
> CSc1ccc(N2CC(c3nnc(NC(=O)c4ccccc4C)o3)CC2=O)cc1 (configuration not stated)
 : -3 | 7
> Cc1ccc(F)c(Oc2cc(N3CCN(C(=O)C4CC4)CC3)ncn2)c1
 : -1 | 6
> Cc1ccccc1OCC(=O)Nc1ccc(I)cc1Cl
 : -5 | -4
> Cc1ccc(SCC(=O)Nc2ccc(F)cc2F)cc1
 : 4 | -20
> O=C(NCc1ccc2c(c1)OCO2)c1cccc([N+](=O)[O-])c1
 : 3 | -2
> Cc1ccc([N+](=O)[O-])cc1NS(=O)(=O)c1ccc(Cl)cc1
 : -1 | 2
> CC(C)=CCOc1ccc2c(c1)OC(=Cc1ccc3c(c1)OCO3)C2=O
 : 4 | -9
> Cc1ccc(-c2nocc2CCC(=O)NCc2ccccc2C)cc1
 : -2 | -16
> CC(C)(C)c1cc(C(=O)NC2CCCC2)nc2ccnn12
 : -5 | -50
> CCN(CC)C(=O)COc1cc2oc(=O)c3c(c2cc1Cl)CCC3
 : -2 | -4
> O=C(CCS(=O)(=O)c1cccc2nsnc12)Nc1ccc(Cl)c(C(F)(F)F)c1
 : -1 | 5
> COc1ccc(CN2CCN(C3CCN(Cc4ccccc4)CC3)CC2)cc1Br
 : -10 | 1
> CCc1csc2nc(C)c(NC(=O)Cc3cccc(F)c3)c(=O)n12
 : 2 | -5
> CCOc1ccsc1NC(=O)Nc1cccc(C(F)(F)F)c1
 : -5 | ·
> CCc1ccc(Oc2coc3cc(OC(=O)OC)ccc3c2=O)cc1
 : -2&-9 | 47&16
> Cc1ccc(NC(NC(=O)c2cccc(C)c2)C(Cl)(Cl)Cl)cc1 (configuration not stated)
 : -1 | -5
> COc1ccc(C2(c3nc(-c4ccc(=O)[nH]c4)no3)CC2)cc1
 : -2 | 2
> COc1ccccc1CN1C(=O)c2ccccc2C1C(=O)NCCCN1C(C)CCCC1C (configuration not stated)
 : -13 | -7
> CCOc1ccc(C(=O)Nc2ccc(Cl)cn2)cc1[N+](=O)[O-]
 : -11 | 5
> O=C(CC1CCCCN1S(=O)(=O)c1ccc(Cl)cc1)NCc1cccnc1 (configuration not stated)
 : -5 | -12
> COc1ccc(C(=O)Nc2ccc(-c3ccc([N+](=O)[O-])cc3)cc2)c(OC)c1OC
 : 0 | 2
> COc1cc(-c2nc(C=Nc3ccc(C(C)=O)cc3)c(O)o2)cc(OC)c1OC
 : -17 | 37
> Cc1cccc(NC(=O)Cn2ccc3c(=O)[nH]ccc32)c1C
 : 54* | 13
> Cc1cccc(NC(=O)C(O)C(O)C(=O)Nc2cccc(C)c2)c1 (configuration not stated)
 : -9 | 3
> CC1=C(C(=O)Nc2ccccc2)C(c2ccc(C)o2)n2c(s/c(=C\c3ccco3)c2=O)=N1 (configuration not stated)
 : 3 | 37
> CC1(C)CC(=O)c2c(nc3ccc(Br)cc3c2N)C1
 : -6 | -1
> COCc1cc(C)nc(SCC(=O)Nc2cc(Br)cc3cccnc23)c1C#N
 : -4 | 0
> Cc1ccc(-n2nnc(C(=O)O)c2-c2ccccn2)c(F)c1
 : 25 | -1
> O=C(NCc1ccc(F)cc1)Nc1ccc(Cl)c(N2CCCS2(=O)=O)c1
 : -14 | -11
> CN1CCN(c2nc3c(c(=O)[nH]c(=O)n3C)n2CC(=O)c2ccc(Cl)cc2)CC1
 : 10 | -4
> CCOC(=O)Oc1ccc2c(=O)c(-c3ccc(OC)c(OC)c3)c(C(F)(F)F)oc2c1
 : -11 | 44
> COc1ccc(NC(=O)N2CCC(C(=O)O)CC2)cc1OC1CCCC1
 : 16 | ·
> COc1cccc(C2=N/C(=C\c3ccccc3)C(=O)O2)c1
 : 35 | 0
> Nc1nonc1C(=O)NCCNC(=O)c1cc(F)c(F)cc1Cl
 : -1 | 0
> Nc1nonc1C(=O)N1CCOCC1
 : · | -8
> O=C(NCCS(=O)(=O)NCCc1c[nH]c2ccccc12)c1ccccc1
 : -4 | 0
> O=[N+]([O-])c1cccc2ccc(Nc3ccccn3)nc12
 : 3 | 14
